Screening results as filed in PubChem.
S1P4 antagonist: blocks the human S1P4 receptor | actives 0.26% (n = 220,000) | AID 1510 | inhibition, % at 4.98 µM | S1P4-expressing cells, antagonist mode, reporter read-out; in the data active = inhibition above about 29%;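 also: 0% = wells stimulated with agonist and 100% = vehicle wells without agonist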
PERK inh: blocks human PERK kinase | actives 0.17% (n = 220,000) | CHO PERK-DD fusion, SEAP luminescence translation reporter | inhibition, % at 5.6 µM | Q9NZJ5;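 active = inhibition above the mean inhibition of all tested compounds plus 3 SD, set separately per screening campaign, cut at about 2.9% in these data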;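 also: PERK kinase domain activated by AP20187 dimerizer at 100 nM; 0% = DMSO with dimerizer and 100% = rapamycin at 8.4 µM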
eIF4E-4G inh: inhibitors of eIF4E and eIF4G interaction in translation initiation; P63073+Q04637; TR-FRET eIF4E-eIF4GI(517-606) binding, 2 h; inhibition, % at 21.7 µM; actives 0.37% (n = 220,000); AID 782;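 active = inhibition above about 30%, limit read from the data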;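 also: 0% = full FRET control wells and 100% = background wells lacking eIF4GI fragment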
NPY2 pot ag: potentiators or agonists of human neuropeptide Y receptor Y2; P49146; actives 0.45% (n = 220,000); activation, % at 3.6 µM; AID 1359; cells expressing NPY-Y2, potentiator/agonist read-out; in the data active = activation above about 27%;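 also: cells stimulated with NPY near EC25 plus isoproterenol at EC100; 0% = vehicle plus submaximal agonist and 100% = vehicle plus saturating agonist; some results beyond the cut were filed as inactive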
Target sequence (P49146 whole entry, looked up): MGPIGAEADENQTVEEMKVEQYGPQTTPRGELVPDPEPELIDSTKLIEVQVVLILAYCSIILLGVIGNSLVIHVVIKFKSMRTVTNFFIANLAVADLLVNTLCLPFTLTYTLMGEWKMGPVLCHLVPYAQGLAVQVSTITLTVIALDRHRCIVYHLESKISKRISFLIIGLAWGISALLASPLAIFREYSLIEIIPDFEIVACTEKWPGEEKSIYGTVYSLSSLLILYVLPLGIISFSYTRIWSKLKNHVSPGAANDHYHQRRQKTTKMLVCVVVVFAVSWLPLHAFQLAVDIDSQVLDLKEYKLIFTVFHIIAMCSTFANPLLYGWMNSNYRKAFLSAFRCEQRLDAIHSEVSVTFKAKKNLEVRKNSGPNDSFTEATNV
S1P4 ag: human S1P4 receptor agonism; S1P4-expressing cell line, agonist reporter assay; O95977; actives 0.35% (n = 220,000); activation, % at 4.98 µM; AID 1509; in the data active = activation above about 11%;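 also: 0% = DMSO vehicle and 100% = reference agonist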
Ba/F3 V617F tox: loss of viability in JAK2V617F-driven Ba/F3 cells; Ba/F3 EpoR-JAK2V617F viability, ATP luminescence; inhibition, % at 5.6 µM; actives 1.1% (n = 220,000);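 active = inhibition above the campaign mean plus 3 SD over all tested compounds, cut at about 24% in these data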;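 also: cytokine-independent growth of Ba/F3 cells driven by EpoR plus mutant JAK2; 0% = DMSO-treated cells and 100% = JAK inhibitor I control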
Wee1 degr inh: human Wee1 degradation inhibition, primary screen; HeLa Luc-Wee1K328M stability, luciferase luminescence; 100% = proteasome inhibitor MG132 effect; reporter increase, % at 5 µM; actives 1.2% (n = 220,000);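 active = activation above the mean of all tested compounds plus 3 SD, set per screening run, cut at about 8.8% in these data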;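 also: cells exposed to compound for 20 h before luminescence read; 0% = DMSO alone and 100% = MG132 at 30 µM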
BaF3 parental: reduces parental Ba/F3 cell viability, JAK2V617F counter-screen; CellTiter-Glo ATP luminescence; AID 1486; actives 1.1% (n = 220,000); inhibition, % at 5.6 µM;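 active = inhibition above a per-campaign cutoff, the mean inhibition of all tested compounds plus 3 SD, cut at about 27% in these data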;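 also: 0% = DMSO wells and 100% = JAK Inhibitor I control wells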
Mdm2 ligase inh: inhibitors of human Mdm2 E3 ubiquitin ligase; Q00987; cell-based MDM2 ubiquitination luciferase reporter, 2 h; 0 = plate control, 100 = twice control, blank-subtracted; signal enhancement, % at 5 µM; actives 0.11% (n = 210,000); AID 1230;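 active = signal enhancement of 30% or more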;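 also: luminescence tracks abundance of the self-degrading MDM2-luciferase fusion protein; higher signal means inhibition of MDM2 E3 ligase activity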
Target sequence (Q00987 whole entry, looked up, the tested form may be a part): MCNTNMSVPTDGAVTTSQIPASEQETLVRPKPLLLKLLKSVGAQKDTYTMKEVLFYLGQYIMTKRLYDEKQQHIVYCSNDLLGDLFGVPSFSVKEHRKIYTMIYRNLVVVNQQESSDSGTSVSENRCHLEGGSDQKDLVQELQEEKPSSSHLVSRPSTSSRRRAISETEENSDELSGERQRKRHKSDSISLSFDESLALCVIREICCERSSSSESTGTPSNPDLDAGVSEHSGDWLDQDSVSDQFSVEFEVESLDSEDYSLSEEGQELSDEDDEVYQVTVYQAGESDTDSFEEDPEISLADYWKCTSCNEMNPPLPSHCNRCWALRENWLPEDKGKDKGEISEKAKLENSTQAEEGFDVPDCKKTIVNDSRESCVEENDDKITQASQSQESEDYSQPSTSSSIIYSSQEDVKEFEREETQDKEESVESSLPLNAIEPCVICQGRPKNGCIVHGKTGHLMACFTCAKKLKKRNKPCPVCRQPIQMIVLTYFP
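test system = mammalian cells stably expressing self-ubiquitinating, self-degrading MDM2 E3–luciferase fusion | quantity = 2000 cells/well | incubation = cell settling 4 h, compound treatment 2 h, both 37 °C | signal = luminescence with SteadyLite reagent, 15 min at room temperature | evaluation = % enhancement relative to plate controls after blank subtraction | benchmarks = plate controls and plate blanks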
* marks the source's active call; other numbers are inactive results; [ ] = remark or other dose. Hits appear at their usual frequency. Share with any hit: about 4.1%.

COc1ccc(C(=S)N2CCN(c3cccc(Cl)c3)CC2)c(OC)c1 was read as S1P4 antagonist -3.4, PERK inh 0.1, eIF4E-4G inh 1.8, NPY2 pot ag 0.1, S1P4 ag 2.8, Ba/F3 V617F tox 71.2*, Wee1 degr inh -1.3, BaF3 parental 40.8* and Mdm2 ligase inh 5.2.
C=CCNC(=S)NNC(=O)c1cccnc1 was read as S1P4 antagonist 7.2, PERK inh 0.6, eIF4E-4G inh -7.6, NPY2 pot ag -1.4, S1P4 ag 0.8, Ba/F3 V617F tox -2.9, Wee1 degr inh 5.0, BaF3 parental -4.4 and Mdm2 ligase inh -10.2.
Cc1ccc(-c2nc(-c3cccnc3)no2)c(C)c1 was read as S1P4 antagonist -23.9, PERK inh 0.2, eIF4E-4G inh 1.3[fluorescence artefact?], NPY2 pot ag -2.8, S1P4 ag -0.1, Ba/F3 V617F tox -1.6, Wee1 degr inh 8.7, BaF3 parental 1.7 and Mdm2 ligase inh -25.9.
Screening O=c1c(/C=N/OCc2ccc(Cl)cc2Cl)c[nH]n1-c1cccc(Cl)n1 returned S1P4 antagonist -11.3, PERK inh 0.8, eIF4E-4G inh 1.5, NPY2 pot ag -0.1, S1P4 ag 2.0, Ba/F3 V617F tox 0.0, Wee1 degr inh -0.4, BaF3 parental 12.1 and Mdm2 ligase inh -5.0.
Oc1ccccc1/C=N/n1c2ccccc2c2ccccc21 was read as S1P4 antagonist 6.4, PERK inh 0.7, eIF4E-4G inh 2.5[fluorescence artefact?], NPY2 pot ag 1.9, S1P4 ag 0.6, Ba/F3 V617F tox -0.6, Wee1 degr inh 0.4, BaF3 parental 0.6 and Mdm2 ligase inh -36.1.
For CCOC(=O)CCn1nc(-c2ccc(Cl)cc2)cc1N the results were S1P4 antagonist 6.3, PERK inh 0.8, eIF4E-4G inh -1.3, NPY2 pot ag 14.9, S1P4 ag 1.2, Ba/F3 V617F tox -1.3, Wee1 degr inh 1.7, BaF3 parental 1.1 and Mdm2 ligase inh -6.9.
Screening O=C(CSC1CCCCC1)N1CCN(c2ccccc2)CC1 returned S1P4 antagonist -15.0, PERK inh 0.3, eIF4E-4G inh -1.0, NPY2 pot ag 3.2, S1P4 ag 1.0, Ba/F3 V617F tox -1.7, Wee1 degr inh -1.2, BaF3 parental 5.4 and Mdm2 ligase inh 5.0.
`C=C(Cl)COC(=O)[C@H]1C2C=CC(C2)C1C(=O)O` (some centres undefined) gave S1P4 antagonist 3.3, PERK inh -0.7, eIF4E-4G inh 1.8[fluorescence artefact?], NPY2 pot ag -4.2, S1P4 ag -0.6, Ba/F3 V617F tox 1.6, Wee1 degr inh -4.0, BaF3 parental 7.2 and Mdm2 ligase inh -8.2.
Screening CCOC(=O)c1sc2ncn(CC(=O)N(CC)CC)c(=O)c2c1C returned S1P4 antagonist -15.2, PERK inh -1.0, eIF4E-4G inh 0.7, NPY2 pot ag 1.4, S1P4 ag 3.7, Ba/F3 V617F tox 0.1, Wee1 degr inh 0.8, BaF3 parental 1.3 and Mdm2 ligase inh -15.3.
For Cc1ccc2cc3c(nc2c1)OCC3 the results were S1P4 antagonist -2.5, PERK inh 1.5, eIF4E-4G inh 3.5, NPY2 pot ag -7.9, S1P4 ag 4.0, Ba/F3 V617F tox -1.0, Wee1 degr inh -1.7 and BaF3 parental -6.0.
For NS(=O)(=O)c1ccc(CCNC(=O)Nc2ccc(Cl)c(Cl)c2)cc1 the results were S1P4 antagonist 5.4, PERK inh 0.3, eIF4E-4G inh 1.6, NPY2 pot ag 19.4, S1P4 ag -2.2, Ba/F3 V617F tox -1.7, Wee1 degr inh -2.7, BaF3 parental -2.3 and Mdm2 ligase inh -10.9.
For Cn1cc(C(=O)NCc2ccccc2F)cn1 the results were S1P4 antagonist -15.3, PERK inh 0.8, eIF4E-4G inh -2.1, NPY2 pot ag 11.5, S1P4 ag 1.4, Ba/F3 V617F tox -6.7, Wee1 degr inh -2.3, BaF3 parental -0.7 and Mdm2 ligase inh -1.1.
CCOc1cccc(CN2CCN(c3cccc(C(F)(F)F)c3)CC2)c1O was read as S1P4 antagonist 0.0, PERK inh 0.0, eIF4E-4G inh 2.3, NPY2 pot ag -11.0, S1P4 ag 0.2, Ba/F3 V617F tox -2.7, Wee1 degr inh 0.1, BaF3 parental -0.1 and Mdm2 ligase inh -6.5.
Screening Cc1cc(SCC(=O)OCC(=O)NCc2ccc3c(c2)OCO3)c(C)cc1Br returned S1P4 antagonist -17.5, PERK inh 0.9, eIF4E-4G inh 4.9, NPY2 pot ag -18.4, S1P4 ag 0.3, Ba/F3 V617F tox -6.4, Wee1 degr inh 3.5, BaF3 parental 2.0 and Mdm2 ligase inh 2.1.
Screening CCOC(=O)N1CCN(c2c(NCCc3ccc(C)cc3)c(=O)c2=O)CC1 returned S1P4 antagonist 5.6, PERK inh 1.6, eIF4E-4G inh 2.6, NPY2 pot ag -9.7, S1P4 ag -0.2, Ba/F3 V617F tox -0.7, Wee1 degr inh 0.5, BaF3 parental 2.6 and Mdm2 ligase inh 0.0.
`COC(=O)Cc1c(C)c2ccc(OCC(=O)N(C)C)cc2oc1=O` gave S1P4 antagonist 0.5, PERK inh 0.9, eIF4E-4G inh 4.1, NPY2 pot ag 5.5, S1P4 ag 0.7, Ba/F3 V617F tox -3.2, Wee1 degr inh -2.7, BaF3 parental 3.1 and Mdm2 ligase inh -13.0.
c1n[nH]c(NC2=NCCC2)n1 was read as S1P4 antagonist 0.6, PERK inh 0.1, eIF4E-4G inh 2.9, NPY2 pot ag 11.0, S1P4 ag 0.1, Ba/F3 V617F tox -0.8, Wee1 degr inh 1.0, BaF3 parental 5.4 and Mdm2 ligase inh -18.5.
CN(C(=O)CSc1nc(O)cc(=O)n1C1CCCC1)c1ccccc1 was read as S1P4 antagonist 5.9, PERK inh -0.3, eIF4E-4G inh -0.3, NPY2 pot ag -5.5, S1P4 ag 0.9, Ba/F3 V617F tox -4.0, Wee1 degr inh 0.0, BaF3 parental 5.7 and Mdm2 ligase inh -4.5.
O=C(Nc1cccnc1)c1cc(-c2ccccc2)on1 was read as S1P4 antagonist -19.4, PERK inh 0.7, eIF4E-4G inh -3.9, NPY2 pot ag -18.7, S1P4 ag 1.4, Ba/F3 V617F tox -3.0, Wee1 degr inh -0.6 and BaF3 parental 1.2.
Screening Nc1ccc2nc(CN3CCOCC3)[nH]c2c1 returned S1P4 antagonist -10.4, PERK inh 1.4, eIF4E-4G inh -6.0, NPY2 pot ag 12.4, S1P4 ag -1.7, Ba/F3 V617F tox -0.3, Wee1 degr inh -1.0, BaF3 parental 5.5 and Mdm2 ligase inh -4.3.
`Fc1ccc(-c2cc(C(F)(F)F)nc(NCc3cccs3)n2)cc1` gave S1P4 antagonist -4.9, PERK inh 1.1, eIF4E-4G inh -0.3[fluorescence artefact?], NPY2 pot ag -11.6, S1P4 ag 2.1, Ba/F3 V617F tox -1.4, Wee1 degr inh -0.1, BaF3 parental 2.1 and Mdm2 ligase inh 2.6.
Screening c1ccc(Cn2ncc3c(Nc4ccccc4)ncnc32)cc1 returned S1P4 antagonist -19.9, PERK inh 1.3, eIF4E-4G inh 9.8, NPY2 pot ag 11.6, S1P4 ag -0.8, Ba/F3 V617F tox -1.5, Wee1 degr inh 0.4 and BaF3 parental -3.7.
For CN1CCN(c2ccc([N+](=O)[O-])cc2C(=O)N2CCCCC2)CC1 the results were S1P4 antagonist -21.8, PERK inh 1.1, eIF4E-4G inh 1.2, NPY2 pot ag 11.9, S1P4 ag 1.6, Ba/F3 V617F tox -1.5, Wee1 degr inh 5.3, BaF3 parental 3.3 and Mdm2 ligase inh -8.0.
Screening Cc1n[nH]c(C)c1CCc1nc2c3ccccc3nc(SCC(N)=O)n2n1 returned S1P4 antagonist 3.6, PERK inh 0.3, eIF4E-4G inh -9.7, NPY2 pot ag 5.0, S1P4 ag 8.4, Ba/F3 V617F tox -3.0, Wee1 degr inh 8.4, BaF3 parental 1.5 and Mdm2 ligase inh -3.4.
Nc1c(S(=O)(=O)c2ccccc2)cnc2c(-c3ccc(F)cc3)cnn12 was read as S1P4 antagonist -17.5, PERK inh 0.4, eIF4E-4G inh 2.1, NPY2 pot ag 0.9, S1P4 ag -0.6, Ba/F3 V617F tox 4.2, Wee1 degr inh 0.2, BaF3 parental 5.2 and Mdm2 ligase inh -21.8.
`CCN(CC)S(=O)(=O)c1ccc(N(C)C)c(NC(=O)CC(NC(C)=O)c2ccccc2)c1` (centres undefined) gave S1P4 antagonist 1.1, PERK inh 0.0, eIF4E-4G inh 1.2, NPY2 pot ag 4.9, S1P4 ag 0.3, Ba/F3 V617F tox 0.6, Wee1 degr inh 0.3, BaF3 parental 8.3 and Mdm2 ligase inh 1.2.
COc1cccc(C(CC(=O)Nc2cccc3ccccc23)NC(=O)c2ccccc2)c1 (centres undefined) was read as S1P4 antagonist -14.8, PERK inh -1.1, eIF4E-4G inh -29.4, NPY2 pot ag -15.4, S1P4 ag -0.3, Ba/F3 V617F tox 3.9, Wee1 degr inh -1.3, BaF3 parental 7.1 and Mdm2 ligase inh -8.7.
Screening COc1ccc(C(CNC(=O)c2cc3ccccc3o2)N2CCCCC2)cc1 (centres undefined) returned S1P4 antagonist -10.6, PERK inh -0.2, eIF4E-4G inh 2.4, NPY2 pot ag 0.3, S1P4 ag 1.9, Ba/F3 V617F tox -2.3, Wee1 degr inh 5.7, BaF3 parental 2.6 and Mdm2 ligase inh -7.7.
Screening CC(C)NC(=O)c1nc2ccccc2s1 returned S1P4 antagonist -8.0, PERK inh 0.7, eIF4E-4G inh 4.2, NPY2 pot ag -2.2, S1P4 ag 1.1, Ba/F3 V617F tox -3.5, Wee1 degr inh 2.9, BaF3 parental 1.9 and Mdm2 ligase inh 7.2.
`Cc1ccc(NC(=S)NC(=O)c2ccccc2)cc1NC(=S)NC(=O)c1ccccc1` gave S1P4 antagonist -1.5, PERK inh -0.4, eIF4E-4G inh -15.9, NPY2 pot ag -8.2, S1P4 ag 0.1, Ba/F3 V617F tox -4.3, Wee1 degr inh 0.9, BaF3 parental 6.3 and Mdm2 ligase inh -7.5.
`Cc1nn(C(=O)c2cccnc2)c(C)c1Sc1ccc(Br)cc1` gave S1P4 antagonist 3.4, PERK inh 1.9, eIF4E-4G inh 14.3, NPY2 pot ag -0.5, S1P4 ag 1.7, Ba/F3 V617F tox -1.0, Wee1 degr inh 1.4, BaF3 parental 8.5 and Mdm2 ligase inh -7.4.
CC(C)(C)C(=O)COC(=O)c1c2c(nc3ccccc13)CCC2 was read as S1P4 antagonist 2.0, PERK inh -0.1, eIF4E-4G inh 8.6, NPY2 pot ag 13.6, S1P4 ag -1.5, Ba/F3 V617F tox -3.3, Wee1 degr inh -1.6, BaF3 parental -0.1 and Mdm2 ligase inh -7.6.
Screening CCOC(=O)c1ccc(NC(=O)C2(c3ccc(OC)cc3)CCCC2)cc1 returned S1P4 antagonist -3.1, PERK inh -0.1, eIF4E-4G inh -0.1[fluorescence artefact?], NPY2 pot ag -29.4, S1P4 ag -1.9, Ba/F3 V617F tox 5.1, Wee1 degr inh -0.3, BaF3 parental 9.4 and Mdm2 ligase inh -1.2.
Screening CCCCN(C)S(=O)(=O)c1ccc(C(=O)Nc2nnc(-c3ccco3)o2)cc1 returned S1P4 antagonist -16.9, PERK inh 1.0, eIF4E-4G inh 0.5, NPY2 pot ag 3.6, S1P4 ag 0.5, Ba/F3 V617F tox -2.0, Wee1 degr inh -3.3, BaF3 parental -1.8 and Mdm2 ligase inh -2.1.
